# Assay outcomes from PubChem.
# IMPase Li inh – membrane-permeable IMPase blocker, potentiated with lithium; Potency, µM (series often up to 59.4 µM), for the others: at the highest dose activity, negative = IMPase inhibition, usual class: inhibitors; AID 1457; 210,000 tested, 0.35% active; CHO-M1 cells, IP1 TR-FRET (IP-One), carbachol + lithium;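 note: IP1 builds up when IMPase is blocked and the TR-FRET signal falls; plate controls were basal vehicle for no effect and high inhibitor control for full effect; nearly all actives have a fitted effect of over 50% in size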
#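 CHO-M1, 2000 cells/well, 16–30 h culture; cpd + low Li+, 30 min 37C; lysis with d2-IP1/Eu-anti-IP1 Ab, 10 min RT; TR-FRET 665/620 ratio and 620 channel; AC50 via Hill.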
# RECQ1 helicase – inhibitors of human RECQ1 DNA helicase. RECQ1 DNA unwinding, red fluorescence kinetic read. Potency, µM (series often up to 57.3 µM), for the others: at the highest dose activity, negative = inhibition, most hits filed as inhibitors. 240,000 tested, 0.54% active. AID 2549;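 note: plate controls were vehicle for no effect and no enzyme for full effect; nearly all actives have a fitted effect of over 30% in size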
# Target sequence (P46063 whole entry, looked up): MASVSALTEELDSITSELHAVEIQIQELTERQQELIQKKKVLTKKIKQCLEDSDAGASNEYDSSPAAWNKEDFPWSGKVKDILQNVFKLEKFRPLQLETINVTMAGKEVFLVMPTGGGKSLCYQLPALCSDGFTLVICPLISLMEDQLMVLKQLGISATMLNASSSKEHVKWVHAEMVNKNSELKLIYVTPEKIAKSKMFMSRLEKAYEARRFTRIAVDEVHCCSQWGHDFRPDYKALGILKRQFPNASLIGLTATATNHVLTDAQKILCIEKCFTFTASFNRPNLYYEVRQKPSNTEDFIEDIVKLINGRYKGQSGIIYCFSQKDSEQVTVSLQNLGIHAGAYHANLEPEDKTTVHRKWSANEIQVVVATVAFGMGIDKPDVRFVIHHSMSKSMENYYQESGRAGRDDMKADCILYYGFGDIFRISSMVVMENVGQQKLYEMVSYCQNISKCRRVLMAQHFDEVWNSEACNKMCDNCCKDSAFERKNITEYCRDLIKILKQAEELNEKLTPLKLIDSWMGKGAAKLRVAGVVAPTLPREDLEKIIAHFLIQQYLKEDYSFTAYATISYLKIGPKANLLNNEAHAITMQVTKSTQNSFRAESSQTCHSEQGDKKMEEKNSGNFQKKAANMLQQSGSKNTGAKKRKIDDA
#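 RECQ1T1 50 nM; forked duplex (20 bp + 30-nt ss tails) 200 nM, ATP 2 mM final; pH 8.0, 2 mM MgCl2, 2.5 ug/ml poly(dI-dC); 15 min compound preincubation; discontinuous kinetic read over 2 h at RT.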
# RGS12 GoLoco inh – RGS12 GoLoco-Gai1 interaction inhibition. 230,000 tested, 0.44% active. Potency, µM (top dose mostly 61.6 µM), for inactives: at the top dose activity, negative = inhibition, hits mostly inhibitors. P63096. Gai1:RGS12 GoLoco peptide FP, rhodamine, 10 min; active = well fitted inhibition curve with a large enough effect, not every such curve was filed as active; inactive = no such curve, though single readings can be large or run the other way; note: % is set by controls: 0 for no effect and ±100 for the full control effect; nearly all actives have a fitted effect of over 30% in size; many of its hits are not listed in these tables
# NPSR antag – antagonists of human neuropeptide S receptor cAMP signaling. Q6W5P4. CHO-NPSR cells, cAMP TR-FRET, antagonist mode. Potency, µM (top dose mostly 38.3 µM), for inactives: at the highest dose activity change, negative = inhibition, usual class: inhibitors. 220,000 tested, 1% active. AID 1461; note: % is set by controls: 0 for no effect and ±100 for the full control effect; nearly all actives have a fitted effect of over 50% in size; many of its hits are not listed in these tables
# Target sequence (Q6W5P4 whole entry, looked up): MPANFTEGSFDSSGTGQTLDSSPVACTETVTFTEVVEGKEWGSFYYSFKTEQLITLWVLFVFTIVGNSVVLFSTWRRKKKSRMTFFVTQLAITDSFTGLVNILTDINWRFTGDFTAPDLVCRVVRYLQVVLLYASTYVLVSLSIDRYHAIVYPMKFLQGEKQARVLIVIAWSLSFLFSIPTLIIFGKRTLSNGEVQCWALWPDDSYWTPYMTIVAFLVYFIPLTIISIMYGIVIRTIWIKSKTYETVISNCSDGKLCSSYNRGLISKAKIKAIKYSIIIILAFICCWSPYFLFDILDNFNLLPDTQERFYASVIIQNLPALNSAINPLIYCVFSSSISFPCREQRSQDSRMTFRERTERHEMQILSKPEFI
# Epigenetic reg – regulators of epigenetic silencing causing reporter derepression in mouse cells | AID 1865 | Potency, µM (top dose mostly 53.9 µM), for inactives: at the highest dose GFP activation, usual class: activators | 280,000 tested, 0.2% active | murine LDR cells, GFP reporter derepression, 30 h; note: % of control where 0% means no effect; nearly all actives have a fitted effect of over 60% in size
#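 Reporter derepression read as number of fluorescent GFP-positive objects, 20-120 um in size, counted by laser-scanning cytometer. Mouse LDR line with an epigenetically silenced CMV-GFP locus; compound incubation 30 h, 37 C.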
# KDM4E inh – inhibitors of human JMJD2E histone demethylase. B2RXH2. JMJD2E catalytic domain, FDH-coupled NADH fluorescence (FDH is formaldehyde dehydrogenase). Potency, µM (top dose mostly 57.1 µM), for the others: top-dose activity change, negative = inhibition, most hits filed as inhibitors. 230,000 tested, 1.6% active. AID 2147; active = well fitted inhibition curve with a large enough effect, not every such curve was filed as active; inconclusive = small, poorly fitted or top-dose-only effect, or another doubt; inactive = no such curve, though single readings can be large or run the other way;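 note: 0% = wells with enzyme and -100% = buffer wells without enzyme; nearly all actives have a fitted effect of over 50% in size; many of its hits are not listed in these tables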
# SMN2 splice enh – increases expression of the SMN2 splice variant; HEK293 SMN2-luciferase splicing reporter, luminescence, 30-36 h; Potency, µM (highest dose often 46.1 µM), for inactives: at the top dose activity change, positive = activation, actives largely listed as activators; 210,000 tested, 2.8% active; note: % of control where 0% means no effect; nearly all actives have a fitted effect of over 55% in size
#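 HEK293 cells carry an SMN2 minigene-luciferase reporter in which exon 7 inclusion puts luciferase in frame. Cells were seeded at 2000 cells/well, attached for 10-12 hours, then exposed to compounds for 30-36 hours at 37C before ONE-Glo luminescence.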
# Luc counter – counter-screen: inhibitors of Kinase-Glo firefly luciferase | Kinase-Glo luciferase, ATP luminescence, 8 min | Potency, µM (top dose mostly 38.3 µM), for inactives: top-dose activity change, negative = inhibition, usual class: inhibitors | 200,000 tested, 0.28% active | AID 1379; note: % is set by controls: 0 for no effect and ±100 for the full control effect; nearly all actives have a fitted effect of over 60% in size
#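 Inhibition of Kinase-Glo luciferase light generation was assessed at 10 uM ATP in pH 7.2 imidazole buffer, with luminescence measured after eight minutes at ambient temperature.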
# * hit, by the source's call; i = inactive; ? = inconclusive; . = no result given; [ ] = remark or other dose. Unless noted, calls come from the whole dose curve; as a rule, active = well fitted curve in the direction sought with a large enough effect; inconclusive = small, poorly fitted or top-dose-only effect, or another doubt; inactive = no such curve, though single readings can be large; an effect the other way counts as inactive or inconclusive. Potency is the fitted concentration of half-maximal effect. Only part of the results is shown. The share of hits here may be higher or lower than overall.
SMILES,IMPase Li inh,RECQ1 helicase,RGS12 GoLoco inh,NPSR antag,Epigenetic reg,KDM4E inh,SMN2 splice enh,Luc counter
CN(CC(=O)O)c1ccc(S(=O)(=O)N2CCOCC2)cc1[N+](=O)[O-],-2.9%,-16.2%,-11.1%,6.1%,-0.6%,3.8%,12.7%,-0.7%
COCCCNC(=O)Cn1c(=O)n(CCCCCC(=O)NCc2ccc3c(c2)OCO3)c(=O)c2sccc21,7.4%,-7.9%,0.8%,4.2%,-0.4%,0.2%,9.2%,-0.8%
Clc1ccc(SCc2csc(N3CCOCC3)n2)cc1,.,-1.2%,1.2%,7.0%,7.0%,-2.2%,.,.
Cc1ccc(C(=O)Nc2nc(=O)n(C(=O)CC(C)C)s2)cc1,-1.5%,-1.7%,5.2%,-3.9%[46.1 µM],-0.9%,6.0%,9.3%,4.8%
O=C(CC(=O)N/N=C/c1ccc(O)cc1)N/N=C/c1ccc(O)cc1,.,-3.5%,1.0%,8.9%,2.3%,-8.3%,.,.
CN(C)C(/C=C/Nc1ccc(F)cc1)=C(C#N)C#N,5.3%[38.3 µM],-0.7%,-2.2%,-28.5%[46.1 µM],0.0%,-4.2%,-18.4%,-2.7%
OC[C@@H]1O[C@@H](O)[C@H](N=Cc2ccc3c(c2)OCO3)[C@@H](O)[C@@H]1O,-5.1%,.,4.8%[14.2 µM],.,.,.,4.5%[9.22 µM],1.2%[7.66 µM]
CCCn1c(N)c(Sc2ccccc2)c(=O)n(CCC)c1=O,.,-2.7%,.,8.0%[46.1 µM],-1.8%,-7.3%,.,.
O=c1cc(O)c2ccccc2n1Cc1ccccc1Cl,0.4%,-0.2%,12.0%,11.7%,3.5%,-8.9%,-24.7%,3.2%
COc1ccc(CCNC(=O)c2nc3ncccn3n2)cc1OC,20.0%[38.3 µM],0.2%,-1.1%,-7.4%[46.1 µM],-1.1%,-0.9%,.,2.7%
CN(c1ccccc1)S(=O)(=O)c1ccc(NC(=O)c2ccccc2)cc1,-0.1%,2.8%,-2.1%,-17.0%,0.3%,-18.0%,-24.9%,8.3%
CCCCCC(=O)N1CC2(C)CN(C(=O)CCCCC)CC(C)(C1)C2=O,16.1%[38.3 µM],-7.1%,-14.8%,-7.4%[46.1 µM],0.0%,4.5%,11.0%,-2.2%
COc1ccc(CCNC(=O)c2ccc3c(c2)SC2=NS(=O)(=O)CCN23)cc1,.,i,0.7%,14.0%,0.0%,0.6%,.,.
CC(=O)Nc1ccc(NC(=O)C2CCCN(c3nnc(-n4cccc4)s3)C2)cc1 (stereo unspecified),3.3%[38.3 µM],-15.5%,8.4%,-1.8%[46.1 µM],-0.3%,2.8%,7.7%,-3.9%
CC1(C)CC2CC(C)(CN2S(=O)(=O)c2ccc(C(=O)Nc3ccc(Cl)c(S(=O)(=O)N4CCOCC4)c3)cc2)C1 (stereo unspecified),-1.6%[38.3 µM],-3.7%,-0.1%,-8.2%[46.1 µM],2.3%,?,-71.8%[inhibitor],-2.4%
CCOC(=O)C1C(C(=O)NN)C1C(=O)Nc1ccccc1 (stereo unspecified),-3.4%,-1.9%,12.6%,11.7%,0.0%,64.0%[activator],3.9%,-1.8%
COc1ccc(NC(=O)N2CCCC3(CCN(S(C)(=O)=O)CC3)C2)cc1,-0.5%,-2.4%,0.4%,.,.,.,0.7%,-3.4%
COc1ccc(N2C(=O)CSC2c2ccncc2)cc1 (stereo unspecified),34.8%[38.3 µM],-2.2%,1.3%,-22.9%[46.1 µM],1.2%,3.4%,18.9%,0.2%
CC1CN(C(=O)C2CCCCC2)C(C)CN1C(=O)C1CCCCC1 (stereo unspecified),12.5%[38.3 µM],i,1.4%,11.1%[46.1 µM],-0.7%,1.6%,-8.9%,-3.7%
CC(OC(=O)c1cc2ccccc2cc1O)C(=O)Nc1ccc(S(N)(=O)=O)cc1 (stereo unspecified),.,-15.1%,6.6%,-4.6%[7.67 µM],1.1%,-0.6%,.,.
COc1ccc(/C=N/Nc2cc(C)nc(N)n2)cc1,-18.3%,0.4%,8.5%,9.5%,-1.5%,-8.9%,?,-6.3%
COc1cccc(CN2CCN(S(=O)(=O)c3ccc(Br)cc3)CC2)c1,36.8%[38.3 µM],-4.0%,5.5%,-14.4%[46.1 µM],-1.0%,3.4%,-6.9%,-0.6%
CCOC(=O)CSc1nnc(-c2ccc(NS(=O)(=O)c3ccc(C)cc3)cc2)o1,18.0%[38.3 µM],6.2%,6.6%,-16.1%[46.1 µM],0.0%,-4.3%,8.4%,-3.1%
COc1ccc(-c2cc(C(F)(F)F)nc(N3CCCCC3)n2)cc1OC,10.2%[38.3 µM],-7.1%,1.1%,-10.7%[46.1 µM],-1.4%,?,-12.2%,0.3%
O=C(CSc1n[nH]c(-c2ccncc2)n1)NC1CCS(=O)(=O)C1 (stereo unspecified),-15.0%[38.3 µM],-5.3%,10.0%,-10.4%[46.1 µM],4.0%,?,6.9%,-3.8%
CC[C@@H]1O[C@]2(C=C[C@@H]1C)C[C@H]1C[C@H](CC=C(C)[C@@H](O[C@@H]3C[C@H](OC)[C@H](O[C@@H]4C[C@H](OC)[C@H](O)[C@H](C)O4)[C@H](C)O3)[C@@H](C)C=CC=C3CO[C@@H]4[C@@H](O)C(C)=C[C@@H](C(=O)O1)[C@]34O)O2,-5.9%,-10.0%[25.9 µM],12.7%[21.6 µM],.,-0.3%[16.9 µM],-26.0%[25.5 µM],-10.0%[20.6 µM],-1.5%[17.1 µM]
COc1ccccc1OC(=O)c1cc(Cl)nc2ccccc12,11.7%,-7.6%,-15.1%,-9.8%[46.1 µM],-3.4%,-4.2%,-20.9%,8.2%
Cc1cc(OC(=O)c2ccc(S(=O)(=O)N3CCOCC3)cc2)c([N+](=O)[O-])c(=O)[nH]1,-1.2%,12.8%,5.5%,13.4%,-0.8%,2.3%,17.2%,-0.8%
COc1cccc([C@H](O)Cn2cc(-c3ccc(CON=C(C)C)cc3)nn2)c1,8.1%,-5.0%,-11.0%,4.3%,0.8%[10.1 µM],?,-38.2%[inhibitor],4.2%
Cc1ccc(C(=O)Nc2ccc3c(c2)CCC3)cc1S(=O)(=O)N1CCOCC1,5.7%,1.6%,0.7%,-37.3%,-0.2%,7.3%,?,-1.5%
CCO/C=C1/C(=O)N(c2ccc(OC)cc2)C(=O)c2ccccc21,-4.1%,-4.1%,-4.8%,-12.4%,0.0%,?,0.1%,-4.7%
C/C(Cn1cnc([N+](=O)[O-])n1)=N\NC(=O)c1cccc(F)c1,1.7%,-3.2%,6.1%,12.1%[46.1 µM],3.5%,1.2%,3.3%,1.3%
CC(C)CC(c1nnnn1CC1CCCO1)N1CCN(c2nc3ccccc3s2)CC1 (stereo unspecified),.,-3.2%,.,-27.4%[46.1 µM],-8.6%,0.0%,.,.
CCOC(=O)c1[nH]c2cc(OC)c(OC)cc2c1NC(=O)CN(C)C1CCCCC1,0.5%[38.3 µM],-6.8%,3.6%,-16.7%[46.1 µM],0.1%,?,-3.1%,-6.1%
COc1ccccc1-n1c(=S)[nH]c2c(sc(=S)n2-c2ccccc2C)c1=O,-5.8%,-7.7%,5.4%,8.8%,0.3%,2.1%,-26.8%,3.7%
CN=C(c1ccc([N+](=O)[O-])cc1)N1CCCCC1,17.4%,-0.3%,-2.8%,10.8%,-0.4%,6.4%,13.7%,1.6%
COC(=O)C1C(c2ccccc2)C(C(=O)O)C1c1ccccc1 (stereo unspecified),-5.5%,i,12.1%,17.1%,0.3%,4.3%,-1.3%,1.9%
COc1ccc(C=O)c(OC)c1,2.4%,-14.3%,8.8%,6.6%,-4.0%,-13.1%,-4.7%,-1.5%
O=C(NCCc1ccccn1)c1ccc(COc2ccccc2)o1,15.4%[38.3 µM],-5.3%,4.9%,3.6%[46.1 µM],1.8%,-10.2%,13.2%,-2.3%
Cc1nc(SCc2ccc(Cl)c(Cl)c2)ncc1C(=O)O,-0.3%,-4.9%,1.7%,-12.6%,-3.5%,5.4%,4.0%,0.4%
CCn1c(=O)n(CC)c2cc(N)ccc21,15.8%,i,13.4%,10.2%,4.8%,?,.,2.8%
CCOc1cc(N2CCOCC2)c(OCC)cc1NC(=O)c1ccc(C)s1,-9.0%,i,10.2%,-25.2%,-4.6%,3.0%,?,4.3%
COc1cc(-c2ccc(Nc3ccccc3C(=O)O)c(OC)c2)ccc1Nc1ccccc1C(=O)O,.,?,1.0%,-7.4%,-1.0%,?,.,.
CN(C)C(=O)CC12CC3CC(C1)CC(CC(=O)N(C)C)(C3)C2,3.8%,-2.8%,6.4%,14.6%,-2.7%,-10.0%,4.7%,-0.5%
O=[N+]([O-])c1ccc(S(=O)(=O)N/N=C/c2ccco2)cc1,?,i,1.4%,4.1%,2.4%,0.5%,.,.
Cc1cccc(NC(=S)N(C)C)c1C,.,i,9.9%,-26.9%,4.5%,-7.6%,.,.
COCCn1nnnc1C(c1ccc(OC)cc1)N1CCN(c2ccccc2F)CC1 (stereo unspecified),8.3%,0.2%,7.2%,-9.6%[46.1 µM],1.0%,1.1%,-17.3%,3.2%
CC(=O)c1c(C)[nH]c(C(=O)Nc2cccnc2)c1C,-26.2%[38.3 µM],-1.8%,7.1%,-5.8%[46.1 µM],-0.5%,4.5%,21.2%,-1.2%
Cc1nn(C)c(C)c1S(=O)(=O)N1CCC(C(=O)NCC2COc3ccccc3O2)CC1 (stereo unspecified),1.8%[38.3 µM],-7.9%,-9.1%,4.8%[46.1 µM],-1.0%,-6.7%,-4.1%,-1.8%
COCCn1c(SCC(=O)NCc2ccc3c(c2)OCO3)nnc1-c1c[nH]c2ccccc12,-0.8%[38.3 µM],-12.0%,-13.5%,-7.2%[46.1 µM],-0.2%,0.8%,-13.7%,-0.8%

# Ordered by value in RECQ1 helicase (rising): 3 from the list above.
compound	RECQ1 helicase
COCCn1c(SCC(=O)NCc2ccc3c(c2)OCO3)nnc1-c1c[nH]c2ccccc12	-12.0%
Cc1nn(C)c(C)c1S(=O)(=O)N1CCC(C(=O)NCC2COc3ccccc3O2)CC1 (stereo unspecified)	-7.9%
COCCn1nnnc1C(c1ccc(OC)cc1)N1CCN(c2ccccc2F)CC1 (stereo unspecified)	0.2%
